Screens (PubChem)
AmpC inh detg – inhibitors of E. coli AmpC beta-lactamase with detergent; P00811; AmpC hydrolysis of nitrocefin, absorbance 480 nm, 0.01% Triton; Potency, µM (doses to about 114 µM), inactives show top-dose activity change, negative = inhibition, usual class: inhibitors; hit rate 0.041% among 370,000; active means well fitted inhibition curve with a large enough effect; inconclusive means small, poorly fitted or top-dose-only effect;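 further: potency means the concentration at half of the fitted maximal effect; 0% = no-compound wells and -100% = no-enzyme wells; nearly all actives have a fitted effect of over 25% in size; some results filed as inactive show a strong effect at the top dose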
Target sequence (P00811 whole entry, looked up): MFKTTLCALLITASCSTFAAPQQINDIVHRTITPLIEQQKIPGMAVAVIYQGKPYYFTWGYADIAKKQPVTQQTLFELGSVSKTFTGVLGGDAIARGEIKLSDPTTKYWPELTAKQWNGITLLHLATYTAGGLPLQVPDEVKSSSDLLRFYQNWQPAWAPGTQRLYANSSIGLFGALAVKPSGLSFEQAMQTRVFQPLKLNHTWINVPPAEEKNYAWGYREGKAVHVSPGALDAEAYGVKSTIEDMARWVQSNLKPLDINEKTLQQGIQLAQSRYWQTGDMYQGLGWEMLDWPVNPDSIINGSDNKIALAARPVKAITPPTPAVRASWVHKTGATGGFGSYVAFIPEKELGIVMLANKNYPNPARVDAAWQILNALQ
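AmpC (5.3 nM in the dispensed reagent) in 20 mM phosphate pH 7.0 with 0.01% (detergent screen) or 0.0001% Triton X-100 was preincubated with compounds for 15 min at room temperature. Nitrocefin was then added from an 800 uM solution, and hydrolysis was followed at 480 nm.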
HCMV inh – inhibitors of human cytomegalovirus | HFF cells, HCMV-luciferase reporter, 72 h; active compounds read low | activity change, negative = inhibition, % at 57.5 µM | hit rate 4.5% among 410,000; in the data active means activity change below about -60%; inconclusive means no clear call, values can overlap the other calls; inactive means above about -39%
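After 16 h attachment at 37C, HFF cells received test compound and HCMV-luciferase (1 PFU/cell); reporter luminescence read 72 h later, data normalized against buffer-only and known inhibitor Salinomycin.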
An asterisk follows results filed as active; ? = inconclusive. Unless noted, on the % scale 0 is the no-effect control and ±100 the full control effect.

SMILES	AmpC inh detg	HCMV inh
CC(=O)Nc1ccc(NC(=O)C(Cc2ccccc2)N2Cc3ccccc3C2=O)cc1 (stereo not given)	18%	-26
COc1ccc(OC)c(NC(=O)CN2CCCN(Cc3cc(C)ccc3C)S2(=O)=O)c1	13%	0
CCc1cccc(NC(=O)CSc2ncc3c(n2)-c2ccccc2N(CC)S3(=O)=O)c1	0%	-8
CCc1ccc(S(=O)(=O)c2cn(Cc3ccccc3)c3cc(F)c(F)cc3c2=O)cc1	-11%	8
Cc1ccc(C)c(N2CCN(C(=O)CCS(=O)(=O)c3cc(Br)cc4c3N(C(=O)C3CC3)CC4)CC2)c1	18%	-23
Cc1c(Cl)cccc1NC(=O)CSc1nc(=O)n(Cc2ccncc2)c2c1CCC2	2%	7
CCOC(=O)c1c(C)[nH]c(C)c1S(=O)(=O)N1CCC(C(=O)NCc2ccc(F)cc2)CC1	1%	-6
Cc1ccc(CNS(=O)(=O)c2ccc(C(=O)N(C)C)s2)cc1	0%	2
Cc1cccc(NC(=O)CSc2nc3ccccc3nc2N2CCCCC2)c1C	15%	6
Cc1ccc(NC(=O)CN2CCSc3ccc(S(=O)(=O)N4CCCC4)cc32)cc1C	28%	-26
CCc1c(-c2ccccc2)nc2ccccc2c1C(=O)NCc1ccc(C)cc1	-4%	-17
CCOC(=O)c1c(S(=O)(=O)NCC(=O)Nc2ccc(C(C)=O)cc2)c(C)n(C)c1C	-6%	1
Cc1cccc(C)c1NC(=O)CSc1ncc2c(n1)-c1ccc(Cl)cc1N(Cc1ccccc1)S2(=O)=O	-1%	-99*
CCOc1ccc(N2CC(c3nc4ccccc4n3CCCCOc3ccc(OC)cc3)CC2=O)cc1 (stereo not given)	-5%	-12
O=C1CN(C(=O)Cc2ccc(F)cc2)C(c2ccccc2)c2cc(Cl)ccc2N1 (stereo not given)	7%	-2
CCn1nc(C)c2c(-c3ccccc3)cc(=O)n(C(C)C(=O)NCc3ccccc3OC)c21 (stereo not given)	11%	-16
Cn1c(=O)c2c(-c3ccccc3)n3c(c2n(C)c1=O)C(c1cccc([N+](=O)[O-])c1)Nc1ccccc1-3 (stereo not given)	29%	4
O=C(NCC12CC3CC(CC(C3)C1)C2)c1cc2nc(-c3ccccc3)cc(C(F)(F)F)n2n1	-4%	-2
O=C(CSc1nc2c([nH]c3ccccc32)c(=O)n1-c1ccccc1)NCc1ccc(F)cc1	-6%	-29
O=C(Nc1ccccc1C(=O)OCc1cc(=O)n2nc(C3CC3)sc2n1)c1cccc(F)c1	14%	17
CC1CCN(C(=O)Cn2c(SCC(=O)Nc3ccc(F)cc3)nc3ccccc32)CC1	1%	-27
CCN(CC)C(=O)c1c(NC(=O)c2cccc(C)c2)sc2c1CCC(C)C2 (stereo not given)	16%	-20
CCc1cccc(NC(=O)c2ccc(CN3C(=O)C(C)=C(c4ccc(OC)cc4)S3(=O)=O)cc2)c1	-5%	-16
CCc1ccc(S(=O)(=O)c2c(C(=O)c3ccc(C)c(C)c3)cnc3ccccc23)cc1	-14%	33
CCOc1ccc(-c2nonc2NC(=O)c2oc3ccc(F)cc3c2C)cc1	0%	-11

Of the compounds above, 2 contain an NH in an aromatic ring:
SMILES	AmpC inh detg	HCMV inh
CCOC(=O)c1c(C)[nH]c(C)c1S(=O)(=O)N1CCC(C(=O)NCc2ccc(F)cc2)CC1	1%	-6
O=C(CSc1nc2c([nH]c3ccccc32)c(=O)n1-c1ccccc1)NCc1ccc(F)cc1	-6%	-29

(more compounds)
SMILES	AmpC inh detg	HCMV inh
CCOC(=O)c1ccccc1NC(=O)N1CCOc2ccc(Cl)cc21	0%	-61*
COc1cccc(NS(=O)(=O)c2ccc3[nH]cc(C(=O)N4CCCC4)c(=O)c3c2)c1	-1%	11
COc1cc(Nc2nc3ccccc3c3nnc(C)n23)cc(OC)c1	8%	0
CN(C(=O)CSc1nncn2c1cc1occc12)c1ccccc1	-3%	-98*
Cc1cccc(OCCCn2c(CCNC(=O)C(C)(C)C)nc3ccccc32)c1	14%	-17
CC(C)C(=O)Nc1cccc(C(=O)Nc2nnc(CC(C)(C)C)s2)c1	28%	14
CCc1nnc2c3ccccc3nc(Nc3ccc(F)c(Cl)c3)n12	9%	0
Cc1cccc(C)c1Nc1c(-c2ccccc2Cl)nc2cnccn12	-9%	?
CCC(=O)N1CCc2cc(S(=O)(=O)N3CCN(c4ccccc4F)CC3)ccc21	20%	-1
Cc1cccc(Cn2c(CN3CCC(C(=O)NCc4ccccc4Cl)CC3)cc3ccccc32)c1	8%	-4
O=C(Nc1ccc(Cl)c(Cl)c1)N(Cc1c[nH]c2ccccc12)C1CCCCC1	-5%	48
CCC1CN(C(=O)Nc2cc(OC)cc(OC)c2)c2ccccc2S1 (stereo not given)	-1%	-1
CC(=O)c1ccc(NC(=O)CN2C(=O)CN(C)C(=O)c3ccccc32)cc1	5%	52
Cc1ccc(-n2ncc(C(=O)N3CCN(Cc4ccccc4)CC3)c2C2CCN(C(=O)OC(C)(C)C)CC2)c(C)c1	17%	15
CCOc1ccc(-n2c(SCC(=O)Nc3ccc(CC)cc3)nc3c(oc4ccccc43)c2=O)cc1	1%	18
O=C(NCc1ccc(Cl)cc1)C1CCN(S(=O)(=O)Cc2ccccc2)CC1	-2%	-16
CC1(C)CC(=O)c2cc(-c3nc(-c4ccc(Br)cc4)cs3)c(=O)n(-c3ccccc3)c2C1	13%	-10
O=C(NCc1nc2cccnc2n1Cc1ccc(F)cc1)c1ccccc1C(F)(F)F	-2%	-61*
CCc1cccc(C)c1NS(=O)(=O)c1c(C(=O)N2CCCCCC2)c(C)n(C)c1C	1%	-18
COCCCNC(=O)c1ccc2c(c1)N(Cc1ccccc1F)C(=O)c1ccccc1S2=O (stereo not given)	1%	8
Cc1ccc(CCNC(=O)Cn2ncc3c(=O)oc4ccccc4c32)cc1	-1%	-1
Cc1ccc(NC(=O)c2oc3ccccc3c2NC(=O)C23CC4CC(CC(C4)C2)C3)cc1	0%	-11
O=S(=O)(NCCc1nnc2ccc(SCc3ccc(C(F)(F)F)cc3)nn12)c1ccccc1	-7%	-39
O=C(Nc1cccc(C(=O)N2CCN(c3ccc(Cl)cc3)CC2)c1)c1nsc2ccccc12	-10%	47
Cc1ccc(Cl)cc1N1CCN(C(=O)c2nn(C)c3c2CS(=O)(=O)c2ccccc2-3)CC1	0%	-36
(list continues)
SMILES	AmpC inh detg	HCMV inh
CCCn1c(=O)c2sccc2n2c(CCCC(=O)NC3CCCCC3)nnc12	13%	9
CCCCC(CC)CNC(=O)Cc1ccc(-n2c(=O)[nH]c3ccccc3c2=O)cc1 (stereo not given)	-5%	-9
Cc1cc2c(cc1S(=O)(=O)N(C)CC(=O)Nc1ccc(C#N)cc1)OCC(=O)N2	5%	-17
COc1ccc(-c2noc(CC(=O)Nc3cc(OC)ccc3OC)n2)cc1	0%	-27
Cc1ccccc1Cn1cc(NC(=O)c2cc(-c3ccc(Cl)cc3)on2)cn1	19%	-17
Cc1ccc2c(=O)cc(C(=O)Nc3ccc(S(=O)(=O)N(C)Cc4ccccc4)cc3)oc2c1	1%	-16
Cc1ccc(C)c(N2CCN(S(=O)(=O)c3ccc(C(=O)N(C)C)s3)CC2)c1	11%	?
CC(=O)N1CCc2c(sc3c2c(=O)n(-c2ccccc2)c(=O)n3CC(=O)c2ccc(F)cc2)C1	23%	18
CC(C)OC(=O)/C(C#N)=C/c1ccc(-c2ccc(Cl)c(Cl)c2)o1	14%	23
Cc1ccc(C(=O)NCC(c2cccs2)S(=O)(=O)c2ccccc2)cc1C (stereo not given)	0%	-6
O=C(Cn1c(=O)nc(-c2ccccc2)c2ccccc21)NCc1ccccc1Cl	-5%	92
Cc1ccc(Nc2cc(C)c(C#N)c3nc4ccccc4n23)c(C)c1	21%	-2
O=S(=O)(c1ccc(F)cc1)N(CC(O)Cn1c2ccccc2c2ccccc21)c1ccccc1 (stereo not given)	21%	-33
COc1ccc(S(=O)(=O)N(CCc2ccccc2)CC(=O)Nc2cccc(OC)c2)cc1	14%	28
Cc1ccc(C)c(Nc2nnc(-n3nc(C)cc3C)c3ccccc23)c1	0%	-1
Cc1ccc(OCCCn2c(CCNC(=O)C3CCCCC3)nc3ccccc32)c(C)c1	10%	14
COc1cccc(C(c2sc3nc(-c4ccco4)nn3c2O)N2CCN(c3ccccc3F)CC2)c1 (stereo not given)	5%	56
COC(=O)CC1Oc2ccccc2-n2cc(-c3ccccc3)nc21 (stereo not given)	0%	-14
COc1ccc(C2CC(=O)Nc3c2c(=O)nc2c(C)cccn32)cc1 (stereo not given)	1%	-7
O=C(NCCc1ccc(Cl)cc1)C(=O)NCC(c1ccco1)S(=O)(=O)c1cccs1 (stereo not given)	-1%	-22
O=C(c1ccccc1)N1c2ncnn2C2(CCCCC2)[C@@H]2CCCC[C@@H]21	-5%	-8
Cc1nc2ccccc2c(=O)n1-c1ccc(NC(=O)c2ccc([N+](=O)[O-])cc2)cc1	-3%	-21
CCOc1ccccc1NC(=O)C1CCN(S(=O)(=O)c2c(C)noc2/C=C/c2ccc(C)cc2)CC1	24%	-16
CCc1ccccc1Nc1nc2ccccc2n2cnnc12	13%	-20
O=C(NCc1ccccc1)c1cccc(NC(=O)N2CCSc3ncccc32)c1	15%	?
Carrying on.
SMILES	AmpC inh detg	HCMV inh
CCN(CC)c1cc2c(cc1F)c(=O)c(S(=O)(=O)c1ccc(OC)cc1)cn2CC	-4%	?
CCOc1ccc(NC(=O)c2cnc3sc(N4CCOCC4)nn3c2=O)cc1	-2%	-11
Cc1n[nH]c(C)c1S(=O)(=O)N1CCCC(C(=O)Nc2ccc(Cl)cc2)C1 (stereo not given)	-1%	?
CCCCCN1C(C(=O)c2ccccc2)=C(OC(=O)CC)c2ccccc2S1(=O)=O	25%	-104*
Fc1ccccc1C(NCCc1ccc(Cl)cc1)c1nnc(-c2ccccc2)o1 (stereo not given)	4%	6
Cc1cc(=O)n(Cc2ccccc2)c2c1c(C)nn2C	-7%	-2
CCC1CCCCN1S(=O)(=O)c1ccc(NC(=O)c2cc(=O)c3ccccc3o2)cc1 (stereo not given)	0%	-21
CCc1ccc(NC(=O)CSc2nnc(-c3cc4occc4n3C)n2-c2ccccc2C)cc1	17%	27
O=C(Nc1cccc(F)c1)[C@@H](c1ccccc1)N1Cc2ccccc2C1=O	-8%	-5
Cc1ccc(C(=O)NCC(=O)OCc2cc(=O)n3c(C)csc3n2)cc1	-1%	-1
O=C(c1ccc2c(c1)N(Cc1ccc(F)cc1)C(=O)c1ccccc1S2=O)N1CCOCC1 (stereo not given)	20%	3
CCn1c(C(=O)NCc2ccc(F)cc2)cc2oc3ccccc3c21	19%	-69*
Cc1cccc(C(=O)N2c3nc(-c4ccco4)nn3C3(CCCCC3)[C@@H]3CCCC[C@@H]32)c1	2%	-18
COc1ccccc1N1CCN(C(CNC(=O)C(=O)NCCCN(C)C)c2cccnc2)CC1 (stereo not given)	20%	19
Cc1ccc2c(=O)cc(C(=O)Nc3sc4c(c3C(=O)NCC3CCCO3)CCCC4)oc2c1C (stereo not given)	25%	16
Cc1oc2ccc(O)c(CN(C)Cc3ccccc3)c2c1C(=O)Nc1cccc(C(F)(F)F)c1	8%	-79*
COc1ccccc1NC(=O)C1=C(C)Nc2nnnn2C1c1ccc(C(F)(F)F)cc1 (stereo not given)	0%	-3
O=C(O)c1cc(-c2ccccc2)nn1Cc1ccccc1	0%	-2
CCC(=O)Nc1cc(-c2cn3cccnc3n2)ccc1OC	3%	-23
COc1ccc(CNC(=O)c2ccc(NC(=O)N3CCSc4ncccc43)cc2)c(OC)c1	3%	0
COc1ccc(-c2ccc(NS(=O)(=O)c3cc(C)c(C)cc3C)cc2)nn1	15%	-77*

Molecules from the list above that have a furan ring, fused or not, in the order listed:
SMILES	AmpC inh detg	HCMV inh
CCOc1ccc(-c2nonc2NC(=O)c2oc3ccc(F)cc3c2C)cc1	0%	-11
CN(C(=O)CSc1nncn2c1cc1occc12)c1ccccc1	-3%	-98*
CCOc1ccc(-n2c(SCC(=O)Nc3ccc(CC)cc3)nc3c(oc4ccccc43)c2=O)cc1	1%	18
Cc1ccc(NC(=O)c2oc3ccccc3c2NC(=O)C23CC4CC(CC(C4)C2)C3)cc1	0%	-11
CC(C)OC(=O)/C(C#N)=C/c1ccc(-c2ccc(Cl)c(Cl)c2)o1	14%	23
COc1cccc(C(c2sc3nc(-c4ccco4)nn3c2O)N2CCN(c3ccccc3F)CC2)c1 (stereo not given)	5%	56
O=C(NCCc1ccc(Cl)cc1)C(=O)NCC(c1ccco1)S(=O)(=O)c1cccs1 (stereo not given)	-1%	-22
CCc1ccc(NC(=O)CSc2nnc(-c3cc4occc4n3C)n2-c2ccccc2C)cc1	17%	27
CCn1c(C(=O)NCc2ccc(F)cc2)cc2oc3ccccc3c21	19%	-69*
Cc1cccc(C(=O)N2c3nc(-c4ccco4)nn3C3(CCCCC3)[C@@H]3CCCC[C@@H]32)c1	2%	-18
Cc1oc2ccc(O)c(CN(C)Cc3ccccc3)c2c1C(=O)Nc1cccc(C(F)(F)F)c1	8%	-79*

Some of the compounds tested; count on the stated rates, not on these rows.
